12-LOX inh – blocks human arachidonate 12S-lipoxygenase; P18054; AID 1671190; purified 12hLO, xylenol orange hydroperoxide absorbance; hit rate 1.1% among 580,000; Potency, µM (titrated, usually from 108 µM), inactives show at the highest dose activity change, negative = inhibition, most hits filed as inhibitors; active means well fitted inhibition curve with a large enough effect; inconclusive means small, poorly fitted or top-dose-only effect, or another doubt; inactive means no such curve, though single readings can be large or run the other way
Target sequence (P18054 whole entry, looked up): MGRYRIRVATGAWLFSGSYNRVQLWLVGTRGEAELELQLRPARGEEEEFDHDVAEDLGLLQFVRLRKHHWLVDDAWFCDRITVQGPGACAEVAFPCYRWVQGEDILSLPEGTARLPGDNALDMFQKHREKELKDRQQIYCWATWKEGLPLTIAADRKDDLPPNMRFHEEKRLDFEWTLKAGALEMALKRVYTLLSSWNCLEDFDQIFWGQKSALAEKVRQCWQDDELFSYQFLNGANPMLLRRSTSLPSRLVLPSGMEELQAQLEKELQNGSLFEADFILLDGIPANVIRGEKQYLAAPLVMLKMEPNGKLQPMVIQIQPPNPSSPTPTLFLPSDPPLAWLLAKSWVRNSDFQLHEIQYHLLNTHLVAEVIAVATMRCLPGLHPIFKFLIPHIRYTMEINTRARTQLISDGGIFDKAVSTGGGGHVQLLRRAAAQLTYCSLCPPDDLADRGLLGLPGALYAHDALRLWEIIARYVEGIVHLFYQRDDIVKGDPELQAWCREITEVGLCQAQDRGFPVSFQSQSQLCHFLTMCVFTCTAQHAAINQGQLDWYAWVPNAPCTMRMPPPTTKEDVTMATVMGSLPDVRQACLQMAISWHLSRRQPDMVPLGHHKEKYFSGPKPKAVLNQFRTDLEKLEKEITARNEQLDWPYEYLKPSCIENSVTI
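Hydroperoxide product was detected by ferrous iron/xylenol orange as the 573 to 405 nm absorbance ratio. Arachidonic acid at 40 uM (final) was turned over for 30 min at room temperature by 150 nM human 12hLO, pH 7.0 Hepes buffer, after 15 min compound preincubation.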
Active calls of the source: *; ? = inconclusive; & = joins results of further samples; [ ] = dose if it differs, or a comment. On the % scale 0 is the no-effect control and ±100 the full control effect; potency means the concentration at half of the fitted maximal effect.

SMILES	12-LOX inh
CCCCCCNC(=O)Cc1csc2nc(C)c(-c3cc(C)n(-c4ccccc4OC)n3)c(=O)n12	63%[activator]
NC(Cc1c[nH]c2ccccc12)C(=O)O (stereo unspecified)	?
N#C/C(=C\c1c[nH]c2ccccc12)c1ccccc1	?
CCOc1cc2c(cc1NC(=O)CCC(=O)c1ccc(C)cc1)OC(C)C2 (stereo unspecified)	4.5µM*
CCc1cccc2c(C(CC(=O)NCC(C)C)c3ccccc3OC)c[nH]c12 (stereo unspecified)	9%
CC[C@H]1CN(S(=O)(=O)c2c(C)noc2C)CC[C@H]1CC(=O)Nc1nccs1	-3%[176 µM]
O=C(NCc1ccnc2[nH]ccc12)c1ccccn1	22%[176 µM]
CN(C)c1ccc(C(=O)N2CCCC(Cn3cc(C(=O)N4CCCC4)nn3)C2)cc1 (stereo unspecified)	11%
COc1cccc(NC(=O)Cc2c(Cl)cccc2Cl)c1	4%
O=C(NCc1coc(-c2cccs2)n1)c1cc(Cl)ccc1Cl	2%
Cn1c(CN2CCC3(CCNCC3)C2)nc2ccccc21	?
COc1ccc(OC2CCN(C(C)=O)CC2)c(C(=O)NC(C)Cc2cccs2)c1 (stereo unspecified)	4%
CN1c2cc(C(=O)Nc3ccc(Br)cc3)ccc2C(=O)N2CCCCCC21 (stereo unspecified)	-5%
Fc1ccc(N/N=C/c2ccc(Cl)c(Cl)c2)c(F)c1	35µM*
CCC(=O)N1CCC(Oc2ncccc2C(N)=O)CC1	35%
N#Cc1cccnc1N1CCN(Cc2ccccc2F)C(CCO)C1 (stereo unspecified)	4%
CCOc1ccc(-c2nc(CS(=O)Cc3ccccc3)cs2)cc1OC (stereo unspecified)	-26%
Cc1cccc(NC(=O)CSc2ncnc3ccccc23)c1	5%
O=C(C1CCCC1)N1CCC2(CC1)CC(N(Cc1ccc(F)cc1)C1CC1)CCO2 (stereo unspecified)	35%
O=C(c1cccs1)N1CCN(Cc2c[nH]c3ccccc23)CC1	?
O=C(NC1CCN(c2cnn(Cc3ccccc3)c(=O)c2)CC1)c1ccoc1	51%[activator]
COCCOC1CCOC2(CCN(C(=O)c3ccsc3)CC2)C1 (stereo unspecified)	13%
O=C(Nc1ccc(Cl)cc1)OCC12COCN1COC2	-2%
Cc1ccc(CNC(=O)c2nc(S(=O)(=O)Cc3ccccc3C)ncc2Cl)cc1	?
Cc1ccc(C(=O)/C=C/c2cc3ccccc3nc2N2CCOCC2)cc1	?
(continued)
SMILES	12-LOX inh
CCCc1ccc(NC(=O)c2nccnc2N)cc1	27%
COc1cncc(CN2CCC3(CC2)OC(=O)N(Cc2ccccc2C#N)C3(C)c2ccccc2)c1 (stereo unspecified)	39%[activator]
O=C(NCCc1ccncc1)C1CN(S(=O)(=O)c2ccccc2)CC12CCOCC2 (stereo unspecified)	70%[activator]
COc1ccc(Cc2nc3nccc(-c4ccc(F)cc4)n3n2)cc1	16%
CN(Cc1cc(C2CC2)n[nH]1)C(=O)C(c1ccc(F)cc1)N(C)C (stereo unspecified)	14%
CCCn1ncc(CN2CC[C@H](N3CCN(C)CC3)[C@H](CCC(=O)O)C2)c1C	8%
Cc1noc(C)c1S(=O)(=O)N1CCC2(CC1)C(=O)N(C)c1ccccc12	45%
COC(=O)c1cccc(NC(=O)c2ccc3c(c2)CC(c2ccc(F)cc2)OC3=O)c1 (stereo unspecified)	-14%
O=C(CCc1ncc(-c2ccc(F)cc2F)o1)N1CCN(c2ccccc2)CC1	-30%
C=CCn1c(-n2nc(C)cc2C)nc2c1c(=O)n(CCOCC)c(=O)n2C	0%
O=C1CCC(c2ccccc2)=NN1c1ccc(Br)cc1	5%
CC(=O)N1CCC[C@@]2(CCN(Cc3cc(C(F)(F)F)cc(C(F)(F)F)c3)C2)C1	-5%[57.4 µM]
CCCc1cc(C(=O)Nc2ccc(Br)cc2)no1	?
COc1ccc(CO[C@H]2COCCN(c3nc4ccccc4s3)C2)cc1	10%[176 µM]
COc1ccccc1C(=O)Nc1ccc(C(O)[C@H]2COCC(=O)N2C)cc1 (stereo partly specified)	21%[176 µM]
O=C(NCc1ccccc1)c1ccc2cc[nH]c2c1	17%
CN(CC(=O)NC(C)(C)C)C(=O)c1ccc2ccccc2n1	46%
CCCCNC(=O)C1C(c2ccc(C(F)(F)F)cc2)=Nc2ccccc2N1C(=O)c1cccc(C(F)(F)F)c1 (stereo unspecified)	0%
COc1cc(C2C(C#N)=C(SCc3ccccc3)NC3=C2C(=O)CCC3)cc(OC)c1OC (stereo unspecified)	?
Cc1ccc(-c2noc(C3CCCN3Cc3ccccc3)n2)nn1 (stereo unspecified)	?
O/N=C/C(Cl)=C(Sc1ccc(Cl)cc1)Sc1ccc(Cl)cc1	?
COCCOc1cc(N)ccc1OC	-43%
O=C(Cn1cccn1)N1CC(F)(F)C[C@H]1c1nc(C2CC2)no1	18%
COc1ccc(N2CCN(C(=O)C(=O)c3ccc(F)cc3)CC2)cc1	-20%
c1ccc(-c2nc(CSC3=NCCCN3)cs2)cc1	16µM*
Carrying on:
SMILES	12-LOX inh
CN(C)c1nc(N)nc(COc2ccc(Cl)c3ccccc23)n1	-11%
CC(=O)Nc1cccc(-c2cc3c(cn2)CN(Cc2ccccc2)CCN3)c1	15%[176 µM]
COCCN(C(=O)c1cc(-c2ccco2)nc2ccccc12)c1c(N)n(CC(C)C)c(=O)[nH]c1=O	?
COCCCNC(=O)c1nnn2c1nc(N)c1cc(Cl)ccc12	-15%
O=C(CNc1ccc(F)cc1)N1CCN(S(=O)(=O)c2ccc3ccccc3c2)CC1	-2%
Cc1cc(C)c(CNC(=O)c2cc(-c3cnn(C)c3C)cc3c2OCCN3C(C)C)c(=O)[nH]1	9%
N#Cc1ccc(S(=O)(=O)N2CCCOCCNC(=O)[C@@H]3CCC[C@@H]32)cc1	37%[activator]
CC#CCn1cc2c3c(cccc31)[C@H](CC(C)C)N[C@H](C(=O)N1CCOCC1)C2	40%[activator][176 µM]
CCOc1ccc(C(=O)N2CCN(C(=O)c3nnn4c3COC(c3ccc(Cl)cc3)C4)CC2)cc1 (stereo unspecified)	1%
CS(=O)(=O)N(Cc1cccnc1)C1CN(C(=O)CCC2CCCC2)C1	27%
COc1ccc(C(=O)Nc2ccnn2Cc2cccs2)cc1S(=O)(=O)N1CCCCCC1	47%[activator]
Cc1ccc(NC(=O)C2Cc3ccc(C)cc3S2)cc1 (stereo unspecified)	?
CCC(C)NC(=S)NC1CCCCC1 (stereo unspecified)	0%
Cc1ccc(NS(=O)(=O)c2ccc3c(c2)-c2oncc2CO3)cc1C	?
C[C@H](C(=O)N1Cc2ccccc2CC2(CCN(C)CC2)C1)c1ccccc1	13%[6.33 µM]
CCOc1cc(=O)n2c(c1C(=O)Nc1cc(C)ccc1C)CCCC2	43%[activator]
O=C1NCC2(CCN(Cc3ccsc3)CC2)Oc2ccccc21	15%[6.33 µM]
O=C(C1CC1)N1CCC(c2nc(C3CCOCC3)no2)CC1	24%
O=C1CN(C(=O)c2cc(-c3cccnc3)nc3ccccc23)CCN1	5%
Cc1cc(C(=O)N[C@H](C)c2c(-c3ccc(F)cc3)noc2C(=O)O)nn1C	?
COCCn1c(CO)nnc1C1CC(NC(=O)c2sc(C)nc2C)C1 (stereo unspecified)	48%[activator]
O=C(CN1CC2CC(C1)[C@H]1CCCC(=O)N1C2)NCCc1ccccc1 (stereo partly specified)	2%
CCN(C(=O)COC(=O)c1cc2ccccc2[nH]1)C1CCCCC1	?
COc1cccc(C(=O)N2CCN(c3oc(-c4ccccc4)nc3C#N)CC2)c1	-10%
CCCN1CCC2(Cc3ccccc3CN(C(=O)CCNC(C)=O)C2)C1 (stereo unspecified)	10%[6.33 µM]
(list continues)
SMILES	12-LOX inh
CCc1noc(CN2CCN(c3cc(C)nc(C(C)C)n3)CC2)n1	4%
COCC1CN(C)CC12CCN(C(=O)c1cc(Cl)ccc1OC)CC2 (stereo unspecified)	-1%
CCOCCN1C(=O)COC[C@@H]1[C@H](O)c1ccc(NC(=O)COc2ccccc2)cc1	12%[176 µM]
O=C(CCSc1nnc(NC2CC2)s1)Nc1ccccc1F	31%
COc1ccc(C)cc1NC(=O)c1cc2ccccc2cc1OCC(N)=O	-72%
COC[C@@H]1CN(C(=O)CCc2c(C)nn(C)c2C)C[C@H]1c1ccccn1	37%[activator]
O=C(NCc1ccccc1)Nc1ccc2oc(C3CC3)nc2c1	27%
COc1ccc(N(Cc2cc(CN3CCOCC3)cs2)S(=O)(=O)c2ccc(F)cc2)cc1	-5%
Cn1cc(C(NS(=O)(=O)c2cccc3c2OCCO3)C2CC(O)C2)cn1 (stereo unspecified)	9%
CCN(Cc1nc2ccccc2c(=O)[nH]1)C(=O)CNC(=O)c1ccc(C(F)(F)F)cc1	42%[activator]
COC(=O)C1(NC(=O)c2c(F)cccc2Cl)CCCCC1	1%
O=C(CC1CCCC1)NCCc1noc(Cc2ccccc2)n1	59%[activator]
Cc1occc1-c1nc2ncccc2[nH]1	85%&67%[activator][176 µM]
COc1ccc(S(=O)(=O)Nc2ccc(NC(C)=O)cc2)cc1NC(C)=O	1%
Cc1ccc2[nH]cc(C(C(=O)O)N3CCN(c4cccc(Cl)c4)CC3)c2c1 (stereo unspecified)	2%
Cc1c(Cl)cccc1NC(=O)c1nc2ccccc2nc1N1CCCC1	-3%
CC(=O)c1ccc(OC(=O)c2ccccc2F)cc1OC(=O)c1ccccc1F	2%
COc1cccc(N2C(=O)NC(=NC3CCCCC3)C23CCN(C(=O)c2ccc(C(F)(F)F)cc2)CC3)c1	2%[6.33 µM]
COCCNC(=O)N[C@@H]1CN(c2ncccn2)C[C@H]1CN(C)C	55%[activator]
CCCCc1ccc(CN2C[C@@H]3CC[C@H](C2)N(Cc2ccccn2)C3=O)s1	48%
O=C(NCc1ccc2c(c1)OCCO2)N1CCN(S(=O)(=O)c2ccc(Cl)c(Cl)c2)CC1	-1%
COCC(=O)N1C[C@@H]2CCCN3CCC[C@@H]([C@H]23)[C@H]1CCCC(=O)N1CCOCC1	42%
O=C(Cc1cccc(F)c1)NCC(=O)N1CCCCCCNC(=O)CC1c1ccccc1 (stereo unspecified)	37%[activator]
CCc1cccc(C)c1NC(=O)CN1C(=O)NC(c2ccc(Cl)cc2)C2=C1COC2=O (stereo unspecified)	?
Cc1oc(C(O)c2cccc(O)c2)nc1C(=O)NCc1ccccc1 (stereo unspecified)	-22%[176 µM]
Carrying on:
SMILES	12-LOX inh
CC(Sc1ccc2ccccc2n1)C(=O)NC(N)=O (stereo unspecified)	5%
CCc1ccc2c(COC(=O)Cc3n[nH]c(=O)c4ccccc34)cc(=O)oc2c1	-19%
COc1cc(OC)cc(C2=Cc3ccc(OC)cc3C(CC(C)=O)N2c2ccc(C#CC3(N)CCCCC3)cc2)c1 (stereo unspecified)	-95%
CCCOC(=O)COc1ccc2c(=O)c(-c3ccccc3)coc2c1	31%[activator]
CC(C)(C)NC(=O)C(c1ccc(C(F)(F)F)cc1)n1c(=O)c(-c2ccco2)nc2ccccc21 (stereo unspecified)	?
Cc1nc(-n2nc(C)c(Cl)c2C)sc1C(=O)N1CCOCC1	7%
CC(C)c1cc(CNC(=O)c2ccc(OC3CCN(C(=O)C4CC4)CC3)cc2)on1	9%
Cc1ccc(C(=O)N2CC3CC(C2)[C@H]2CCCC(=O)N2C3)s1 (stereo partly specified)	-5%
CN(C)CC(C)(O)c1ccc2c(c1)CN(C(=O)c1ccc(-n3cccn3)cc1)CCO2 (stereo unspecified)	-7%
N#C/C(=C/c1ccc(F)cc1)C(=O)Nc1cccc2ncccc12	-16%
Cn1nc(C(=O)N2CCC3(CCCNC3)C2)c2ccccc21 (stereo unspecified)	17%
O=[S+]([O-])(c1ccc(Br)cc1)c1nnn2c1nc(NCc1ccc(F)cc1)c1ccccc12	13%[6.33 µM]
CCN(CC)S(=O)(=O)c1ccc(-c2nc(C#N)c(NCC(C)C)o2)cc1	-3%
COc1ccc(CCN2C(=O)O[C@@H]3CN(S(=O)(=O)N4CCCC4)C[C@@H]32)cc1	4%
COCc1nnc(NC(=O)c2ccc3c(ccn3C)c2)s1	-4%
CNC(=O)c1nn(CC(=O)NCCc2ccc(F)cc2)c(=O)c2ccccc12	1%
CN(CCC(O)c1ccccc1)c1nccc(-c2cccnc2)n1 (stereo unspecified)	22%

Source: PubChem BioAssay (National Center for Advancing Translational Sciences (NCATS))

This is a subset. The share of hits here may be higher or lower than overall.
